Screening results deposited in PubChem by several laboratories.
NR1D1 modulator: modulates human Rev-erb alpha binding to DNA; 0.79% of 370,000 active; Rev-erbα–FITC-DNA binding, fluorescence polarization, 90 min; AID 1259318; activity, % at 10 µM;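 active = activity above about 14%, limit read from the data; passing the limit was not always enough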;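 also: 0% = DMSO wells with 35 nM protein and 100% = DMSO wells with 750 nM protein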
proKLK7 act: proKLK7 (human) activation, primary screen; P49862; purified proKLK7, EDANS-DABCYL substrate fluorescence; 100% is mature enzyme control, 0% vehicle; activation, % at 7 µM; 0.9% of 370,000 active; AID 652039;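 active = activation above the mean of all tested compounds plus 3 SD, computed per campaign excluding outliers beyond control limits, cut at about 13% in these data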
ARFGAP1 inhibitor: inhibitors of rat ARFGAP1; Arfgap1-stimulated ARF1 GTP hydrolysis, GDP FP detection; inhibition, % at 16.5 µM; 0.26% of 360,000 active; AID 651572;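 active = inhibition above a per-plate limit, mean inhibition of low control wells plus 3 SD, cut at about 25% in these data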;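 also: 0% = DMSO wells with enzyme and 100% = wells lacking Arfgap1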
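Assay system: Rat Arfgap1 GAP domain (His6, aa 1-136), purified enzyme | Buffer or medium: HEPES 25 mM pH 7.5, NaCl 150 mM, MgCl2, DTT | Schedule: GTP hydrolysis reaction 2 h at 25 °C | Signal: FP of antibody-bound GDP Alexa 633 tracer, ex 620/em 688 nm | Measure: Percent inhibition of Arfgap1-stimulated GTP hydrolysis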
DDE Tn7 FP inh: disrupts Tn7 cyclic peptide binding to fibrin D-Dimer-E complex; P02675; FP displacement of FITC-Tn7 peptide from fibrin DD(E); 0% = median of compound wells per plate; inhibition, % at 8.3 µM; 0.13% of 370,000 active; AID 720508;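 active = inhibition above the mean of compounds falling within the control limits plus 3 SD of them, cut at about 14% in these data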;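 also: 0% = plate median of compound wells and 100% = 10 µM Aha-Tn7 peptide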
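Also added: labelled Tn7 tracer, 0.1 µM; Assay system: human fibrin DD(E) protein; Amount: 2 µM fibrin DD(E); Schedule: 10 min compound pre-incubation, 3 h probe incubation at room temperature; Repeats: one replicate per compound; Read-out basis: percent inhibition; Measured by: fluorescence polarization of the labelled Tn7 tracer.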
UHRF1 binding: UHRF1 methyl-DNA binding inhibition. 0.75% of 370,000 active. AID 687016. UHRF1 binding to methylated oligo, TR-FRET. inhibition, % at 4.4 µM; in the data active = inhibition above about 21%;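 also: UHRF1 SRA domain binding a hemimethylated CpG hairpin DNA probe; 0% = median of test compound wells and 100% = reference inhibitor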
PLCg1 inh: inhibitors of human phospholipase C gamma1; P19174; purified PLC-gamma1, fluorogenic substrate, fluorescence; inhibition, % at 12.2 µM; 0.84% of 370,000 active; AID 720700; in the data active = inhibition above about 9.5%
Target sequence (P19174 whole entry, looked up): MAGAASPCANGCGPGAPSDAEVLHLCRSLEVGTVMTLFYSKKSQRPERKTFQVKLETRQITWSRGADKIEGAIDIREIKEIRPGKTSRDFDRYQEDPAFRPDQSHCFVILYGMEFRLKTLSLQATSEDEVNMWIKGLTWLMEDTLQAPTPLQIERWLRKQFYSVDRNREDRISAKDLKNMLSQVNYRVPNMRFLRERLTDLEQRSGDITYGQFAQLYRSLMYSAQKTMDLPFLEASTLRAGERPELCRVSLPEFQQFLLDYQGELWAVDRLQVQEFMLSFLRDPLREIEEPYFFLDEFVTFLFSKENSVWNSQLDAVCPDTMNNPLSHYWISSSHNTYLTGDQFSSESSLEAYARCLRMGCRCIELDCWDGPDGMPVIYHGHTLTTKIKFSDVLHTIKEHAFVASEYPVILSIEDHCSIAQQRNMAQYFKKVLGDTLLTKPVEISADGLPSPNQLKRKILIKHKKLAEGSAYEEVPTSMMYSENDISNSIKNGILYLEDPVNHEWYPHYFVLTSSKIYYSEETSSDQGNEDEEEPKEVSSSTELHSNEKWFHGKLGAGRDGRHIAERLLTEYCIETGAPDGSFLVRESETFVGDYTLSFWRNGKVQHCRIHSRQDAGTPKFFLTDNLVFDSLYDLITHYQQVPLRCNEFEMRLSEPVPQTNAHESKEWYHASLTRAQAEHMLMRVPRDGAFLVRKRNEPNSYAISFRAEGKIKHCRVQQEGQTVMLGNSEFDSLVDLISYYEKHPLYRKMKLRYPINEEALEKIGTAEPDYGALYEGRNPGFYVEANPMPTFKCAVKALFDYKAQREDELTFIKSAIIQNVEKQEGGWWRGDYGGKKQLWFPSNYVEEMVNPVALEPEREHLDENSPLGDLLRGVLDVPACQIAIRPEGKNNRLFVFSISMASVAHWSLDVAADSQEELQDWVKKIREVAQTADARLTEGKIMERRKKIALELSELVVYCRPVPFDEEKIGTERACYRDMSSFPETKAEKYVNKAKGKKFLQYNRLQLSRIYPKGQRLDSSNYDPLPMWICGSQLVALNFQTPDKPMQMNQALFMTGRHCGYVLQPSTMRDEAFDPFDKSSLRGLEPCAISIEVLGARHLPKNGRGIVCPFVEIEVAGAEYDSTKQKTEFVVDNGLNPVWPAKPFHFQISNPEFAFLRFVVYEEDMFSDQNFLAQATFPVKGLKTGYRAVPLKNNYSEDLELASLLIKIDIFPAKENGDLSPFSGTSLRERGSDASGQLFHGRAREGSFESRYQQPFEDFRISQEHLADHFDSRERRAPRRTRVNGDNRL
PLCb3 inh: blocks human PLC-beta3 enzyme activity; Q01970; Purified PLC-beta3, fluorogenic substrate, fluorescence; inhibition, % at 12.2 µM; 0.18% of 370,000 active; AID 720704; in the data active = inhibition above about 11%;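 also: 0% = median of compound wells on plate and 100% = full blocker control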
ASAP1 GAP inh: inhibitors of human ASAP1 ArfGAP activity. AID 624377. ASAP1-stimulated ARF1 GTP hydrolysis, GDP FP detection. Q9ULH1. 0.19% of 360,000 active. inhibition, % at 16.5 µM; in the data active = inhibition above about 25%;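 also: 0% = vehicle with enzyme and substrate and 100% = no enzyme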
DDE Tn6 FP inh: disrupts Tn6 cyclic peptide binding to fibrin D-Dimer-E complex. inhibition, % at 8.3 µM. P02675. Fibrin DD(E) TRITC-Tn6 fluorescence polarization displacement. 0.21% of 370,000 active;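 active = inhibition above a per-campaign cutoff: mean of compounds within control limits plus 3 SD, cut at about 15% in these data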;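 also: 0% = median of all compound wells on the plate and 100% = blocking peptide control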
sPLA2-III inh: Inhibits HGIII-sPLA2 liposome hydrolysis, primary screen | inhibition, % at 12.2 µM | QFRET BODIPY PC-A2 liposome hydrolysis, fluorescence | 0.56% of 370,000 active;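 active = inhibition above mean plus 3 SD of compounds lying within the high and low control bounds, cut at about 19% in these data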;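 also: 0% = median of test compound wells and 100% = no enzyme DMSO wells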
* marks the source's active call; other numbers are inactive results; i = inactive; · = no result given.

SMILES	NR1D1 modulator	proKLK7 act	ARFGAP1 inhibitor	DDE Tn7 FP inh	UHRF1 binding	PLCg1 inh	PLCb3 inh	ASAP1 GAP inh	DDE Tn6 FP inh	sPLA2-III inh
Cc1c(OCC(=O)NCCCn2ccnc2)ccc2c3c(c(=O)oc12)CCCC3	0	-0.2	5	-7	0	-7	-23	0	6	-10
O=C(NC1CCCC1)C(c1c(F)cccc1Cl)N(C(=O)c1csnn1)C1CC1 (centres undefined)	6	-0.3	-3	7	-2	-1	-1	3	-6	4
CC(=O)c1cccc(S(=O)(=O)NCCCN2CCOCC2)c1	4	0.9	-3	2	4	1	-5	-1	-3	1
Cc1cc(C)nc(NS(=O)(=O)c2ccc(NS(=O)(=O)c3ccc(F)c(F)c3)cc2)n1	2	-0.5	2	3	1	4	-5	6	8	2
CCc1ccc(NC(=O)Cn2cnc([N+](=O)[O-])c2)cc1	-6	0.3	5	-5	-1	-1	-3	0	-9	-1
COCCNC(=O)CCc1c(C)nc2c(-c3ccc(F)cc3)c(C)nn2c1C	-4	-0.2	9	2	2	-28	-38	4	0	6
Cc1c(C(=O)Nn2cnnc2)oc2ccccc12	0	0.4	-1	-3	-3	3	2	-10	4	-4
Cc1ccc(C(=O)CCC(=O)OCC(=O)N2CCN(S(=O)(=O)c3ccc(C)cc3C)CC2)cc1	-5	0.4	-2	-7	1	0	-6	-2	-2	-28
COc1cc2nc(NC(=O)c3ccccc3)sc(=O)c2cc1OC	-1	-0.6	0	1	-2	1	-15	16	11	0
Cc1cc(C)nc(SCC(=O)NNS(=O)(=O)c2ccc(C#N)cc2)n1	-3	0.3	2	-8	8	-1	-5	2	4	4
CN(C)c1ccc(C(=O)OCC(=O)N2CCCCCC2)cc1	3	-0.1	-1	-3	-3	4	-5	-6	-1	8
CC(=O)Oc1ccc(C(=O)OCC(=O)c2c(N)n(C)c(=O)n(C)c2=O)cc1OC(C)=O	-2	0.2	11	-2	2	1	-6	-14	0	-7
COc1ccc(C(=O)C2CCCN(Cc3cn[nH]c3-c3ccccc3)C2)cc1OC (centres undefined)	-3	0.0	-4	3	-1	0	-7	1	1	-8
COc1cc(OC)cc(C(=O)NCC(=O)OCC(=O)N2CCc3ccccc32)c1	3	-0.1	-4	-1	-2	2	-3	2	-1	-3
CCOc1ccc(S(=O)(=O)N2CCN(C(=O)c3ccc(C)c(S(=O)(=O)N4CCOCC4)c3)CC2)cc1	4	0.6	7	-3	-2	2	-4	22	-2	-14
CCCc1[nH]nc2c1C(c1ccncc1)C(C#N)=C(N)O2 (centres undefined)	2	0.3	-4	-3	-7	-2	-2	-4	5	2
COC(=O)Nc1nc(-c2cc(Cl)ccc2Cl)cs1	-2	-0.2	0	0	6	3	-8	1	-8	8
COCCNC(=O)c1c(NC(=O)c2nc(SC)ncc2Cl)sc2c1CCCC2	-5	0.3	8	9	1	2	0	2	-7	2
COC(=O)C1CN(C(=O)OC(C)(C)C)C2=C1C(=O)CC(C)(C(=O)OC(C)(C)C)C2 (centres undefined)	5	0.3	·	5	-4	0	-1	·	-6	6
O=C(CCNS(=O)(=O)c1cccs1)N1CCN(c2cccc(Cl)c2)CC1	-1	0.6	-9	-13	-1	3	-5	3	-3	-5
CCOC(=O)[C@H]1[C@H]2COc3ccc(Cl)cc3[C@@H]2N2C(=O)CN(Cc3ccccc3)C(=O)[C@@]12C	2	-0.9	-1	3	-1	-1	0	-9	1	-11
O=C1COc2ccc(C(=O)COC(=O)C3CC(O)CN3S(=O)(=O)c3ccc(Cl)cc3)cc2N1 (centres undefined)	5	-0.3	-1	-9	-1	0	-4	9	-8	-6
CCOc1ccc(OCCC(=O)NNC(=O)c2cc(C)oc2C)cc1	-3	-0.6	13	5	5	4	-9	12	-1	6
COc1cccc(NS(=O)(=O)c2ccc(C)c(C(=O)N3CCCCC3)c2)c1	-6	-0.8	0	0	0	0	-6	-5	10	-9
COc1ccc(C2=NNC(c3ccco3)=Nc3ccc(F)cc32)cc1	-3	-0.5	-4	-1	-1	-1	-5	-18	-5	4
O=C(c1cc(C2CC2)nc2ccccc12)N1N=C(C(F)F)CC1(O)C(F)F (centres undefined)	1	1.1	5	3	-1	-5	-3	13	3	-6
CCN(CC1CCCO1)C(=O)CCc1nnc(CCc2ccccc2)o1 (centres undefined)	1	0.1	-2	-2	-2	-3	1	-13	-5	-5
COC(=O)C(C)Sc1ccc2nnc(CCNS(=O)(=O)c3ccc(C)cc3)n2n1 (centres undefined)	-4	-0.5	-4	0	-1	-1	-2	8	4	0
C/C(N)=C(/C#N)C(=O)COC(=O)CSc1ccc2ccccc2c1	-2	-0.4	24	-1	1	3	-1	12	-2	-14
O=S(=O)(c1ccc(Cl)cc1)N1CCN(CCc2ccccc2)CC1	-1	-1.1	9	-7	0	1	-6	-3	5	10

Taken from above:
DDE Tn7 FP inh, `COC(=O)C1CN(C(=O)OC(C)(C)C)C2=C1C(=O)CC(C)(C(=O)OC(C)(C)C)C2` (centres undefined) : 5
DDE Tn6 FP inh, `O=C1COc2ccc(C(=O)COC(=O)C3CC(O)CN3S(=O)(=O)c3ccc(Cl)cc3)cc2N1` (centres undefined) : -8

The list goes on.
SMILES	NR1D1 modulator	proKLK7 act	ARFGAP1 inhibitor	DDE Tn7 FP inh	UHRF1 binding	PLCg1 inh	PLCb3 inh	ASAP1 GAP inh	DDE Tn6 FP inh	sPLA2-III inh
CSCCC1NC(=O)N(CC(=O)N2N=C(c3ccc(Cl)cc3)CC2c2ccco2)C1=O (centres undefined)	-1	-0.1	2	8	0	2	-8	-6	7	-5
CCCc1nnc(SCC(=O)N(CC)CC)n1CC1CCCO1 (centres undefined)	1	-0.4	-4	0	0	-2	-1	10	3	5
CN(C)CCN(C(=O)C1CCCCC1)c1nc2cc3c(cc2s1)OCO3	-1	-0.1	1	9	2	1	-6	3	-6	-2
COc1ccc(/C=C/C(=O)NCC(=O)N/N=C/c2ccc(OC)cc2)cc1	-2	0.8	-1	-2	-4	1	1	8	3	-4
O=C(Nc1nnc(SCC(=O)N2CCOCC2)s1)c1ccccc1	5	0.1	-1	1	0	-26	3	-2	-1	-2
Cc1ccc(N(C(=O)c2ccco2)C(C(=O)NC2CCCC2)c2cccnc2)cc1C (centres undefined)	2	0.5	14	-2	1	-2	-8	8	-5	-2
COc1cccc(OCC(O)CN2CC(C)CC(C)C2)c1 (centres undefined)	·	-0.8	11	-14	1	1	-1	2	-4	9
CC(NC(=O)COc1ccc(N(C)S(=O)(=O)c2ccccc2)cc1)c1ccccc1 (centres undefined)	1	0.4	0	-5	4	-1	0	22	8	-4
CC1(Oc2cccc(C#N)c2)CCN(Cc2ccc(-c3ccccn3)cc2)C1 (centres undefined)	0	0.0	1	0	1	-1	-3	5	1	-15
N=C1C(c2nc(-c3ccc(F)cc3)cs2)=C(O)CN1Cc1ccc(Cl)cc1	4	-0.1	-6	2	1	-3	-7	-6	11	3
CCCCNC(=O)C1(C)CCN1C(=O)c1cc(-c2ccccc2)cs1 (centres undefined)	-3	0.4	8	-1	-1	1	4	1	-1	-5
CCOc1cc(C2C(C#N)=C(N)Oc3n[nH]c(C)c32)ccc1OCCN1CCOCC1 (centres undefined)	2	0.7	5	-3	-7	1	1	-4	-4	3
O=C(CCc1ccccc1)NNC(=O)c1ccccn1	2	0.7	10	0	-1	-4	1	3	-1	2
Cc1cccc(N(C(=O)Cc2cccs2)C(C(=O)NCc2ccco2)c2ccncc2)c1 (centres undefined)	-3	0.2	-2	4	-5	-2	1	-1	-6	-6
O=C(Nc1ccc(Nc2ccccc2)cc1)c1ccc(Br)cc1	-4	1.0	-13	0	-2	-5	-14	4	5	7
COc1nccc(C(F)(F)F)c1C(=O)NC(=O)Nc1c(C)cccc1C	1	-0.2	4	6	1	-1	-5	6	1	9
COc1ccc(CNC(=O)OC23CN(C(=O)OC(C)C)N(C(=O)OC(C)C)CC2(O)CN(S(=O)(=O)c2ccc(C)cc2)C3)cc1OC (centres undefined)	-7	0.2	-13	4	1	6	5	-5	3	-33
Cc1cc(=O)oc2c(CN3CCCCC3)c(O)ccc12	-15	118*	-20	-1	-4	i	i	-12	-1	-1
Cn1nc(-c2ccccc2F)c2cc(C(=O)N3CCN(C(=O)c4ccco4)CC3)sc21	2	0.2	1	-6	-1	1	-2	-11	-4	-7
N=c1c2c(ncn1CCN1CCOCC1)Oc1ccc3ccccc3c1C2c1ccccc1 (centres undefined)	-5	0.2	10	3	-1	3	-2	0	3	-27
O=C(N/N=C/c1c(O)n(-c2ccc(Cl)cn2)c(=O)c2ccccc12)c1ccncc1	3	3.5	8	-2	-6	-189	-196	3	-7	6
Cc1noc(C)c1S(=O)(=O)N1CCN(c2ccccc2)CC1	3	0.5	7	-4	-1	3	-3	11	0	5
Cc1c(Cl)cccc1NC(=O)C1CCCCC1	4	0.3	4	-1	1	1	-2	1	0	4
COc1ccc(OC)c(NC(=O)C2CCCN(S(=O)(=O)c3cccc4nsnc34)C2)c1 (centres undefined)	2	0.8	-6	-3	6	-1	1	15	3	-2
CSc1ccc(C(=O)C2CCCN(S(=O)(=O)N(C)C)C2)cc1 (centres undefined)	1	-0.1	4	2	-2	0	-2	13	-10	-7
Cc1nc(Cl)sc1C(=O)Nc1cccc(Cl)c1	4	0.3	8	0	4	-5	-8	-1	11	9
CON=C1CCN(c2ncc(C(F)(F)F)cc2Cl)CC1	2	-0.2	6	-2	-1	0	2	-1	-6	2
CCOC(=O)c1cc2c(C(F)(F)F)cc(-c3cccnc3)nc2o1	5	-0.7	0	11	4	-4	-4	3	-8	2
Cc1c(C(=O)N2CCC(n3nccc3NC(=O)C3CC3)CC2)[nH]c2ccc(Cl)cc12	-2	0.3	5	-6	-1	-2	-3	-4	4	-12
COC(=O)c1ccc(C(=O)OC)c(NC(=O)CS(=O)(=O)Cc2ccccc2)c1	-2	1.2	-9	1	2	-52	-63	0	3	-20
CC(=O)C(Cc1ccccc1)NC(=O)COC(=O)c1cc(S(=O)(=O)N2CCOCC2)ccc1F (centres undefined)	-5	0.0	-7	4	1	-1	-2	5	5	16
CCCn1cc(S(=O)(=O)c2ccccc2)c(=O)c2cc(OCC)ccc21	-2	0.3	-2	-1	1	-2	-8	-5	10	-2
Cc1cc(NC(=O)C(C)SCC(=O)OC(C)C(=O)Nc2ccc(F)cc2Cl)no1 (centres undefined)	0	-0.2	15	6	3	7	-5	-1	-1	10
